Screening results as filed in PubChem.
Pf growth 96h: Primary qHTS for delayed death inhibitors of the malarial parasite plastid, 96 hour incubation; P. falciparum luciferase reporter growth, 96 h; Potency, µM (doses to about 28.7 µM), for inactives: at the top dose activity change, negative = inhibition, hits mostly inhibitors; actives 6.9% (n = 320,000); also: potency is read from the fitted curve at half-maximal effect; % is scaled to controls: 0 for no effect and ±100 for the full control effect
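Erythrocytes infected with luciferase-expressing P. falciparum were dispensed at 2% hematocrit and 0.05% parasitemia (final), then incubated with compounds 96 hours at 37 C in 5% CO2. Luminescence after detection reagent addition reported growth.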
AmpC inh no detg: qHTS Inhibitors of AmpC Beta-Lactamase (assay without detergent). actives 0.52% (n = 330,000). AID 485341, 2010. Potency, µM (highest dose often 57.1 µM), for inactives: top-dose activity change, negative = inhibition, most hits filed as inhibitors. AmpC nitrocefin hydrolysis, absorbance 480 nm, 0.0001% Triton. P00811;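 also: potency is read from the fitted curve at half-maximal effect; plate controls were no compound for no effect and no enzyme for full effect; nearly all actives have a fitted effect of over 20% in size; some results filed as inactive show a strong effect at the top dose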
Target sequence (P00811 whole entry, looked up): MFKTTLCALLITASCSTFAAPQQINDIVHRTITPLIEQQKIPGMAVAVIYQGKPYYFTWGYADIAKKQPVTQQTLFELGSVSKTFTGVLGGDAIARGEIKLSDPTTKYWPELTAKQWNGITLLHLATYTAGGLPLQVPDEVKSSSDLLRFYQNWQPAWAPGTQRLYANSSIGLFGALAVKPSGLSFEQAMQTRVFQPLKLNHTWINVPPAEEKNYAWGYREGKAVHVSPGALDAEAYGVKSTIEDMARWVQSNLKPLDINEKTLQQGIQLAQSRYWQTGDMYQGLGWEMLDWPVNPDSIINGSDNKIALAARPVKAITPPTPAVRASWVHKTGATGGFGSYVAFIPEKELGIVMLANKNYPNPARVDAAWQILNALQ
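20 mM phosphate pH 7.0 + 0.01% (detergent screen) or 0.0001% Triton X-100; 5.3 nM AmpC reagent; cpd preinc 15 min RT; nitrocefin (800 uM stock) to start; A480 q20 s × 4 min; Activity was normalised to no-enzyme and no-compound control wells.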
Shiga inhibitor: A qHTS for Small Molecule Inhibitors of Shiga Toxin; Vero cells, Shiga toxin protein synthesis inhibition reporter; inhibition, % at 38.7 µM; actives 9.2% (n = 290,000); AID 2315, 2010; in the data active = inhibition mostly above about 28%, no sharp cut-off; inactive = mostly below about 43%; also: 0% is about no effect
Pf growth 48h: Primary qHTS for delayed death inhibitors of the malarial parasite plastid, 48 hour incubation; P. falciparum luciferase growth in erythrocytes, 48 h; actives 5.9% (n = 310,000); Potency, µM (titrated, usually from 28.7 µM), inactives show top-dose activity change, negative = inhibition, most hits filed as inhibitors; AID 504832, 2011; also: potency is read from the fitted curve at half-maximal effect; % is scaled to controls: 0 for no effect and ±100 for the full control effect
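Compounds are pin-transferred into medium, infected erythrocytes (2% hematocrit, 0.1% parasitemia final) are added, and plates sit one parasite generation at 37 C in 5% CO2. Detection reagent is then added and luminescence measured.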
Tb PYK inh: qHTS of Trypanosoma Brucei Inhibitors. actives 0.12% (n = 410,000). pyruvate kinase (Trypanosoma brucei), Q57TT1. AID 624173, 2012. Potency, µM (series often up to 76.8 µM), inactives show at the highest dose activity, negative = inhibition, most hits filed as inhibitors. TbPYK enzyme, Kinase-Glo Plus ATP luminescence, 45 min; also: potency is read from the fitted curve at half-maximal effect; % is scaled to controls: 0 for no effect and ±100 for the full control effect; nearly all actives have a fitted effect of over 50% in size
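TbPYK + substrate in 50 mM TEA pH 7.2, 100 mM KCl, 10 mM MgCl2, 0.05% BSA, 0.01% Tween-20; cpd pinned; ADP 130 uM final; 45 min RT; Kinase-Glo Plus 10 min; luminescence endpoint.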
CHX counter: Cycloheximide Counterscreen for Small Molecule Inhibitors of Shiga Toxin; cell reporter, cycloheximide protein synthesis inhibition counterscreen; max response, %; actives 12% (n = 300,000); in the data active = max response mostly above about 13%, no sharp cut-off; inactive = mostly below about 14%; also: read at 38.3 µM for the half of the compounds with a filed dose; 0% is about no effect
LmPK inh: qHTS Assay for Inhibitors of Leishmania Mexicana Pyruvate Kinase (LmPK); Q27686; purified LmPK, Kinase-Glo ATP luminescence, 1 h; Potency, µM (series often up to 57.5 µM), for inactives: top-dose activity change, negative = inhibition, actives largely listed as inhibitors; actives 0.37% (n = 290,000); AID 1721, 2009; also: potency is read from the fitted curve at half-maximal effect; % is scaled to controls: 0 for no effect and ±100 for the full control effect
Target sequence (Q27686 whole entry, looked up): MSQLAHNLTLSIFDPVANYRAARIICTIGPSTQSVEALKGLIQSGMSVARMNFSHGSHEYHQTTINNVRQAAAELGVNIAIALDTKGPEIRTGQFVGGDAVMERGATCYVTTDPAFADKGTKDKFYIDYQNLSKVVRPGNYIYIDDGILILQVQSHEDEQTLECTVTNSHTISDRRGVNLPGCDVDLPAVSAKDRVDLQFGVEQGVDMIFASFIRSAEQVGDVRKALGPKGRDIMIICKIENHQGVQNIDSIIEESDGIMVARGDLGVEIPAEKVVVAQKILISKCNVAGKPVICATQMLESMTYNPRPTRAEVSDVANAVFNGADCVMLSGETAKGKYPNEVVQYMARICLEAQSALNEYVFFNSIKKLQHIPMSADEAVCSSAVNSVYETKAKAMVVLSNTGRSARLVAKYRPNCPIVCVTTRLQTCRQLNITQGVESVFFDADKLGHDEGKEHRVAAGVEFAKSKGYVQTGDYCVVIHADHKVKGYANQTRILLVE
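In 50 mM imidazole pH 7.2 with 7 mM MgCl2, LmPK (0.1 nM) turned over PEP (0.5 mM) and ADP (0.1 mM) for 1 h at room temperature. Luciferase read-out of ATP.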
Numbers without * were called inactive; ? = inconclusive; . = no result given; & = joins results of further samples; ! = not confirmed by another sample; [ ] = another dose, or the depositor's remark. Unless noted, calls follow the shape of the dose curve; as a rule, active = well fitted curve in the direction sought with a large enough effect; inconclusive = small, poorly fitted or top-dose-only effect, or another doubt; inactive = no such curve, though single readings can be large; an effect the other way counts as inactive or inconclusive.

SMILES	Pf growth 96h	AmpC inh no detg	Shiga inhibitor	Pf growth 48h	Tb PYK inh	CHX counter	LmPK inh
COc1ccccc1N1CCN(C(=O)COc2cccc3ccccc23)CC1	26.5%	206.7%[activator]	-30.3	-12.4%	-6.6%	7.8	0.4%
O=C(NC(=S)N1CCN(C/C=C/c2ccccc2)CC1)c1c(F)cccc1F	-17.6%	-24.8%	5.6	-2.7%	-6.3%	7.6	1.9%
Cn1c(=O)c2c(ncn2CC(=O)N2CCN(C(=O)c3ccco3)CC2)n(C)c1=O	2.2%	-18.3%	4.6	-10.5%	1.4%	-1.7	-1.5%
CCOCCc1nn2c(=O)cc(CSCC(=O)Nc3ccccc3)nc2s1	-19.9%	-2.4%	14.5	?	-1.8%	21.3*	3.1%
O=[N+]([O-])c1ccc([As](=O)(O)O)cc1	1.69µM*	.	.	3.01µM*	-7.4%	.	.
CC1(C)NC(=O)N(CC(O)CN(c2ccccc2)S(=O)(=O)c2ccccc2)C1=O (stereo not drawn)	8.3%	4.8%	-5.3	2.9%	-1.2%	-3.1	-8.1%
CC1CCCCC12NC(=O)N(CC(=O)OCC(=O)NC(=O)c1ccccc1)C2=O (stereo not drawn)	20.1%	-1.8%	.	10.4%	-24.9%	.	.
COc1ccc(CCNC(=O)COC(=O)c2ccc(Br)o2)cc1	13.8%	-12.4%	-3.2	.	-4.9%	-3.6	0.4%
Fc1ccc(CNCCc2ccc3c(c2)OCO3)cc1	70.6%[activator]	-19.0%	1.6	0.9%	16.0%	-0.7	-7.9%
O=C1OC(Nc2ccc(Br)cn2)c2ccccc21 (stereo not drawn)	30.2%[activator]	-16.9%	9.3	0.5%	-1.7%	-3.7	-1.9%
COc1ccc(CN(CC(=O)NC2CCCC2)C(=O)CN2C(=O)COc3ccccc32)cc1	29.6%	-0.2%	3.1	12.3%	-4.5%	-8.3	6.1%
O=c1ccn(Cc2ccc(F)cc2)c2ccnc(C(F)(F)F)c12	-22.6%	1.6%	-1.7	-8.9%	2.8%	-1.3	1.8%

Compounds from the list above containing four or more nitrogen atoms:
SMILES	Pf growth 96h	AmpC inh no detg	Shiga inhibitor	Pf growth 48h	Tb PYK inh	CHX counter	LmPK inh
Cn1c(=O)c2c(ncn2CC(=O)N2CCN(C(=O)c3ccco3)CC2)n(C)c1=O	2.2%	-18.3%	4.6	-10.5%	1.4%	-1.7	-1.5%
CCOCCc1nn2c(=O)cc(CSCC(=O)Nc3ccccc3)nc2s1	-19.9%	-2.4%	14.5	?	-1.8%	21.3*	3.1%

Going on with the list:
SMILES	Pf growth 96h	AmpC inh no detg	Shiga inhibitor	Pf growth 48h	Tb PYK inh	CHX counter	LmPK inh
C=CCN=C1N[C@@H](c2cccc(C(F)(F)F)c2)C(C(=O)OC)=C(C)N1CC	3.29µM*	-15.3%&10.1%	12.9&-4.4	10.4µM*!	-10.7%	-3.1&-1.6	-7.5%&-3.8%
CN1C2=C(C#N)C(c3ccccc3)(C(F)(F)F)NC(=O)N2c2ccccc21 (stereo not drawn)	7.38µM*	-16.3%	-16.0	.	-8.1%	0.5	0.7%
CN(C(=O)C1CCOC1)c1nnc(C2CCOC2)s1 (stereo not drawn)	.	-20.7%	12.0	18.4%	-2.2%	-4.5	-4.0%
[2H]C([2H])(CCOS(N)(=O)=O)c1ccccc1	-19.9%	-15.7%	-7.2	14.9%	2.1%	-4.7	-0.5%
O=C1C2CC=C(Cl)CC2C(=O)N1c1ncn[nH]1 (stereo not drawn)	-1.3%	-12.2%	4.9	6.5%	-18.0%	-3.1	-1.2%
CCOC(=O)C1(P(=O)(c2ccc(Cl)cc2)c2ccc(Cl)cc2)CCC1	.	64.7%[activator]	12.8	.	-7.6%	-4.3	2.3%
CCC(C(=O)OC)n1cnc2c(nnn2-c2ccc(C)cc2)c1=O (stereo not drawn)	41.2%[activator]	-5.2%	21.9*	17.4%	3.6%	12.2*	-0.9%
CN1CCN(C(=O)C2CCCCC2C(=O)O)CC1 (stereo not drawn)	36.2%[activator]	-21.2%	13.8	.	-1.8%	-1.2	-5.9%
CN1CCN(C(=O)Cc2nc3ccccc3[nH]2)CC1	.	-12.7%	12.7	10.0%	-3.1%	-3.6	-1.2%
CCOC(=O)c1c(NC(=O)c2ccc(S(=O)(=O)N3CCOCC3)cc2)sc2c1CC(C)(C)NC2(C)C	45.6%[activator]	-3.1%	7.7	5.3%	3.8%	-2.7	3.1%
Cc1ccc(-n2nnc(-c3ccnc4ccccc34)n2)cc1	95.2%[activator]	-2.3%	58.7*	300.2%[activator]	-4.0%	28.8*	0.6%
O=C(c1cccc([N+](=O)[O-])c1)N1CCOCC1	?	-15.8%	1.0	2.4%	1.9%	-2.0	0.4%
CC(=O)O[C@H]1CC[C@@]2(C)[C@@H](CC[C@H]3[C@@H]4CC[C@H](C(C)O)[C@@]4(C)CC(=O)[C@@H]32)C1 (stereo partly drawn)	?	5.3%	.	20.2%	-8.0%	.	.
COc1cccc(NC(=O)CN(C)C(=O)CSCC(=O)Nc2ccc(C)cc2)c1	0.4%	-11.5%	.	-9.5%	-15.5%	.	.
Cc1ccc(CC(=O)NCC(c2ccco2)N(C)C)cc1C (stereo not drawn)	8.8%	-10.9%	-6.8	?	-5.5%	-3.3	5.4%
COc1ccc(OC)c2c1sc(=NC(=O)C1CC1)n2C	15.0%	-0.8%	-2.2	-11.1%	6.9%	1.1	7.8%
O=C(/C=C/c1ccccc1Cl)Nc1ccc2c(c1)C(=O)NC2=O	21.1%	-35.4%	58.5*	12.1%	-2.4%	15.9	8.0%
O=Cc1ccc(OCc2nnsc2Cl)cc1	-7.3%	-19.0%	1.4	?	1.2%	12.7	0.1%
CN1C(=O)CC(N2CCN(Cc3ccc(Cl)cc3)CC2)C1=O (stereo not drawn)	-13.4%	0.6%	7.0	.	-2.5%	0.7	-2.7%
N#CCC(=O)Nc1ccc(C(=O)OCC(=O)NNC(=O)c2ccc(Cl)cc2)cc1	6.7%	-36.2%	.	3.1%	-0.7%	.	.
CC(C)CNC(=O)CSc1nc(-c2cccs2)cc(C(F)(F)F)n1	8.4%	-9.4%	10.6	?	-5.6%	-1.5	2.3%
On1c(-c2ccccc2)nc2ccc(Cl)cc21	?	-18.5%	83.9*	?	0.0%	26.3	-24.1%
CN(C)S(=O)(=O)c1cccc(COC(=O)C2=COCCO2)c1	?	0.7%	48.5	41.0%[activator]	-8.8%	17.2	-0.1%
Cc1cc(C)cc(NC(=O)CCn2ccnc2C)c1	42.2%[activator]	-17.8%	-16.5	4.4%	-5.3%	-1.8	-2.0%
COc1ccc(C2=NOC(C(=O)NCc3ccco3)C2)cc1OC (stereo not drawn)	-4.0%	-10.4%	-3.0	-0.9%	3.0%	-3.5	0.2%
COc1ccc(S(=O)(=O)N2CCCC(C(=O)NCCc3ccccc3)C2)cc1 (stereo not drawn)	1.5%	7.4%	6.0	-1.1%	-2.8%	-4.4	-2.3%
CSc1nc(N(C)NC(=O)c2ccccc2)c2ccccc2n1	?	-23.0%	-8.2	?	4.8%	-0.7	-0.9%
CC(C)CNC(=O)c1noc2c1CCCC2	65.8%[activator]	-0.5%	50.7*	42.0%[activator]	1.8%	8.7	-1.3%
COc1ccc(-n2c(O)c(C=Nc3c(C)n(C)n(-c4ccccc4)c3=O)c(=O)[nH]c2=O)cc1	60.3%[activator]	-13.2%	-9.4	67.2%[activator]	1.7%	-4.0	-1.6%
Cc1ccc(C(=O)NCc2ccccc2F)cc1S(=O)(=O)N1CCCC1	-2.0%	-27.9%	-2.8	?	5.2%	-3.6	0.0%
O=C(CSc1nc2ccccc2c(=O)n1-c1ccccc1Cl)NC1CCS(=O)(=O)C1 (stereo not drawn)	10.4µM*	23.3%	.	?	1.8%	.	.
CN(C)/C=C/C(=O)/C=C/c1ccc(Cl)cc1Cl	53.5%[activator]	-43.1%	102.2*	357.6%[activator]	-8.0%	34.1*	2.7%
CCC(=O)N(Cc1ccccc1)c1ccccn1	14.9%	-9.0%	20.6	.	7.2%	-2.7	-4.2%
O=C(NCCNC(=O)c1ccc(Cl)cc1Cl)c1ccco1	-11.3%	-6.4%	-6.4	31.2%[activator]	0.0%	-2.1	1.1%
C=CCNC(=O)c1cccc(NS(=O)(=O)c2ccc(Cl)cc2)c1	?	-27.1%	-14.1	-2.3%	-1.8%	-3.1	-3.9%
CCCCCc1ccc(C2=NNC(=O)CC2)cc1	?	-0.4%	.	58.8%[activator]	1.3%	14.3*	4.5%
CCOC(=O)c1ccc(N2C(=O)CC(NC3CCN(C(=O)c4ccc(F)cc4)CC3)C2=O)cc1 (stereo not drawn)	.	37.1%	-1.3	3.2%	1.2%	-2.0	-0.8%
CCOc1cccc2c1OC1(C)CC2NC(=O)N1c1ccc(OC)cc1 (stereo not drawn)	?	-19.5%	-3.9	13.3%	-20.1%	-1.1	-4.6%
NS(=O)(=O)c1ccc(NC(=O)CSc2nnc(COc3ccccc3Cl)n2C2CC2)cc1	?	-4.7%	-15.6	.	-1.2%	-2.6	11.4%
CC(=O)c1sc(NC(=O)C2COc3ccccc3O2)nc1C (stereo not drawn)	74.2%[activator]	-26.8%	35.7	142.6%[activator]	-7.8%	21.4*	-26.0%
CC(C)(C)C(=O)OC/C(N)=N/OC(=O)c1ccccc1	?	23.6%	30.8	?	1.1%	39.6*	3.3%
O=C(CCCN1C(=O)/C(=C/c2cccs2)SC1=S)Nc1cccc(C(=O)O)c1	?	-19.7%	-8.4	?	-4.9%	-2.5	-0.5%
CN1C(=O)NC(c2ccccc2)C2=C1CN(c1cccc(C(F)(F)F)c1)C2=O (stereo not drawn)	19.2%[5.75 µM]	42.9%	-12.5	?	3.8%	-0.8	2.7%
COC(=O)C1=C(c2c(C)noc2C)C[C@@H]2CC[C@H]1N2C(=O)NCCNC(C)=O	49.4%[activator]	-2.4%	.	-14.1%	1.9%	.	.
Cc1ccc(S(=O)(=O)NCC(c2ccc3c(c2)OCO3)N2CCOCC2)cc1 (stereo not drawn)	9.0%	7.3%	.	1.6%	0.5%	.	.
Cc1ccc(N2CCN(C(=O)C3CCC(=O)N(Cc4ccc(Cl)cc4)C3)CC2)c(C)c1 (stereo not drawn)	-12.0%	189.6%[activator]	-2.1	?	-7.5%	-1.2	-4.5%
Cc1cc(NC(=O)Nc2ccc(F)cc2F)n(C)n1	72.6%[activator]	-1.3%	0.7	32.2%	0.9%	3.7	2.2%

Compounds as they come; any-hit rate near 22%.
